# From PubChem
# LDHA block: qHTS assay for inhibitors of human lactate dehydrogenase; L-lactate dehydrogenase A chain (Homo sapiens), P00338; purified LDHA, NADH/diaphorase-resazurin fluorescence; stronger effect = lower value; activity change, % (values are at about 110 or 230 µM); hit rate 0.15% among 480,000; in the data active means activity change below about -30%; inconclusive means mostly about -25% to -30%;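 further: plate controls were DMSO wells for no effect and wells without enzyme for full effect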
#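 Human LDH5 (2 nM) was incubated with 0.06 mM NADH and 0.2 mM pyruvate for 5 min at room temperature in Tris pH 7.4. Remaining NADH was coupled through diaphorase/resazurin, and resorufin fluorescence was read at 0 and 20 min.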
# Vif-A3F inh: qHTS for Inhibitors of Vif-A3F Interactions: qHTS | HeLa A3F-eYFP + Vif (tagged APOBEC3F with the HIV-1 protein that degrades it), YFP fluorescence increase | Potency, µM (highest dose often 46.1 µM), for the others: at the highest dose activity, negative = active | hit rate 0.2% among 390,000 | AID 602313, 2012; further: potency means the concentration at half of the fitted maximal effect; % of control where 0% means no effect; nearly all actives have a fitted effect of over 65% in size
#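 Fluorescence increase (Ex 488/Em 500-530) after overnight compound treatment at 37 deg C flags inhibition of Vif-driven A3F-eYFP loss in stable HeLa A3F-eYFP/Vif cells seeded overnight beforehand.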
# D1 potentiator: Potentiators of Human D1 Dopamine Receptor: qHTS. D(1A) dopamine receptor (Homo sapiens), P21728. HEK293 TREx D1 cells, calcium flux, dopamine EC20 potentiation. hit rate 0.036% among 360,000. potentiation, % at 10 µM; in the data active means potentiation above about 30%; further: 0% is about no effect
# Glioma ERSR ind: qHTS for Inducers of the Endoplasmic Reticulum Stress Response (ERSR) in Human Glioma: qHTS; U87-MG GRP78 promoter luciferase reporter, 16 h; Potency, µM, inactives show top-dose activation, most hits filed as activators; hit rate 0.02% among 420,000; further: potency means the concentration at half of the fitted maximal effect; series mostly up to about 76 µM; % of control where 0% means no effect; nearly all actives have a fitted effect of over 35% in size
#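 ERSR induction read as luciferase luminescence (Bright-Glo, 10 min at room temperature) in stably transfected human U87-MG glioma cells exposed to compounds for 16 h, using GRP78 as sensor.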
# D1 antag: Antagonist of Human D 1 Dopamine Receptor: qHTS. D(1A) dopamine receptor (Homo sapiens), P21728. HEK293 TREx D1 cells, calcium flux, dopamine EC80; stronger effect = lower value. activity change, negative = inhibition, % at 10 µM. hit rate 3.2% among 360,000. AID 504652, 2011; in the data active means activity change below about -30%; further: on the % scale 0 is the no-effect control and ±100 the full control effect
#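 Using tetracycline-induced force-coupled D1 Hek293 cells and a calcium dye, signals were followed for 180 s after compound, then for 180 s after EC80 dopamine, to detect inhibitors.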
# RXFP1 ag: qHTS Assay for Agonists of the Relaxin Receptor RXFP1; Potency, µM (series often up to 57.5 µM), without a hit: at the highest dose activation, usual class: activators; hit rate 0.3% among 370,000; Relaxin receptor 1 (Homo sapiens), Q9HBX9; HEK293T-RXFP1 cAMP TR-FRET, 30 min; response scale: percent of porcine relaxin response, buffer zero; further: potency means the concentration at half of the fitted maximal effect; on the % scale 0 is the no-effect control and ±100 the full control effect; nearly all actives have a fitted effect of over 60% in size; many of its hits are not listed in these tables
# Target sequence (Q9HBX9 whole entry, looked up): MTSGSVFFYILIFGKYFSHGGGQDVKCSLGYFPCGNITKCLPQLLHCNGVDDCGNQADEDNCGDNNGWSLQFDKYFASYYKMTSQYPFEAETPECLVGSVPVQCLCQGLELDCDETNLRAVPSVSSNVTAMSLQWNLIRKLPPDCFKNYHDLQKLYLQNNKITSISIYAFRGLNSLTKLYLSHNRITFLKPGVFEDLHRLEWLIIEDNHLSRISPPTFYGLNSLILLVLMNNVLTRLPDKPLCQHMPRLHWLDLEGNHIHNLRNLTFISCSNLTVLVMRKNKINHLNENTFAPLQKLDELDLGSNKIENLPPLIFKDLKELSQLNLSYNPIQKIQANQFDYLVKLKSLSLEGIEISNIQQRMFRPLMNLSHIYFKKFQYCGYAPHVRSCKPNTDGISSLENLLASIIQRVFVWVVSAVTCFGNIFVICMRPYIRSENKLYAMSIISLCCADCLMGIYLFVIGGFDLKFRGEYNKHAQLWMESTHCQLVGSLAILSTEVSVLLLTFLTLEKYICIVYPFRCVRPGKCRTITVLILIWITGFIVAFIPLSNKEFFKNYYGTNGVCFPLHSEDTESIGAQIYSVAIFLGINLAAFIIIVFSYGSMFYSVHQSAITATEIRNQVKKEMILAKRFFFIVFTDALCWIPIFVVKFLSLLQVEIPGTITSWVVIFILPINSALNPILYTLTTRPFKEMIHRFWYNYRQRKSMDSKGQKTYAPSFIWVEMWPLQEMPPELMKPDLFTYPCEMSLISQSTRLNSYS
#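 cAMP rise read by TR-FRET after 30 min, 37C compound exposure (up to 58 uM) in RXFP1-transfected HEK293 cells with Ro 20174 present. EC50 from Hill-equation fits, with 29 nM porcine relaxin as 100% and buffer as basal.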
# D2 PAM: HTS Assay for Positive Allosteric Modulators of the Human D2 Dopamine Receptor: Primary Screen for Potentiators; potentiation, % at 10 µM; hit rate 0.34% among 340,000; D(2) dopamine receptor (Homo sapiens), P14416; HEK293 T-REx D2, calcium flux, EC20 dopamine potentiation;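 active means potentiation over 3 SD above the plate norm, cut at about 30% in these data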; further: 0% is about no effect
#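 Calcium flux readout, no-wash dye, 1 read/s. Inducible HEK293 Trex D2 line, overnight 30 C. Compound alone 180 s (agonist flags), then EC20 dopamine, another 180 s to score potentiation.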
# D1 agonist: Allosteric Agonists of the Human D1 Dopamine Receptor: qHTS. activation, % at 2 µM. HEK293 T-REx D1 cells, calcium flux, agonist mode. AID 504660, 2011. hit rate 1% among 360,000; in the data active means activation above about 30%; further: 0% is about no effect
#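 Tetracycline-induced HEK293 TREx D1 cells, force-coupled to calcium signalling, were dye-loaded with a no-wash calcium kit. Compound was pin-added after a 10 s baseline. Fluorescence was read kinetically at 1 cycle/s for 180 s, with calcium rises flagged as agonism.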
# Vif-APOBEC3G blk: qHTS for Inhibitors of Vif-A3G Interactions: qHTS; DNA dC->dU-editing enzyme APOBEC-3G (Homo sapiens), Q9HC16; HeLa A3G-eYFP + Vif (tagged APOBEC3G with the HIV-1 protein that degrades it), YFP fluorescence, overnight; Potency, µM (series often up to 46.1 µM), inactives show at the highest dose activity, negative = active, most hits filed as inhibitors; hit rate 0.076% among 410,000; AID 602310, 2012;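 further: potency means the concentration at half of the fitted maximal effect; on the % scale 0 is the no-effect control and ±100 the full control effect; nearly all actives have a fitted effect of over 60% in size; hits raise eYFP signal because A3G escapes Vif-driven loss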
#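 Read-out is eYFP fluorescence (Ex 488/Em 500-530) from Vif-expressing HeLa A3G-eYFP cells; more signal means A3G escaped Vif-mediated degradation. Cells plated overnight, compound pinned in, incubated overnight at 37 deg C.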
# Numbers without * were called inactive; ? = inconclusive; nt = not tested or not shown; & = joins results of further samples. Unless noted, the call rests on the fitted dose curve; in most records, active means well fitted curve in the direction sought with a large enough effect; inconclusive means small, poorly fitted or top-dose-only effect, or another doubt; inactive means no such curve, though single readings can be large; an effect the other way counts as inactive or inconclusive. These rows are one share of the data. The share of hits here may be higher or lower than overall.
SMILES,LDHA block,Vif-A3F inh,D1 potentiator,Glioma ERSR ind,D1 antag,RXFP1 ag,D2 PAM,D1 agonist,Vif-APOBEC3G blk
CCOc1ccc(-n2c(N)c(-c3nc4ccccc4n3C)c3nc4ccccc4nc32)cc1,-5,-3%,14,-3%,18,3.1%,-2,8,-2%
C[C@@H]1CN([C@H](C)CO)C(=O)c2cc(Br)cnc2O[C@@H]1CN(C)C(=O)Nc1cccc(F)c1,2,8%,nt,-7%,nt,nt,nt,nt,-4%
COc1ccc(NC(=O)N(C)C[C@H]2Oc3ccc(NC(=O)CCN4CCOCC4)cc3C(=O)N([C@@H](C)CO)C[C@H]2C)cc1,1,6%,nt,-1%,nt,nt,nt,nt,-1%
O=C1NC(Cc2ccccc2)c2nc3ccc(F)cc3c(=O)n2-c2cc3ccccc3cc21 (centres undefined),1,-11%,nt,-2%,nt,nt,nt,nt,-25%
CCOC(=O)C[C@H]1c2cc(F)ccc2S(=O)(=O)N1C1CCCCC1,-3,-2%,nt,-3%&0%,nt,nt,nt,nt,-3%&0%
CCOC(=O)C(C)n1cnc2c(nnn2-c2ccc(F)cc2)c1=O (centres undefined),-5,-4%,-2,1%,4,-3.0%,0,3,3%
CC(Sc1nnc(C2CC2)n1C1CC1)C(=O)c1ccc(F)cc1 (centres undefined),-11,1%,-8,-3%,10,1.4%,-19,2,1%
CN(CC(=O)Nc1ccccc1C(F)(F)F)C(=O)CSc1nnc(N)s1,-12,3%,nt,-1%,nt,nt,nt,nt,1%
Cn1c2ccccc2n2c(=O)cc(-c3ccccc3)c(C#N)c12,-1,-10%,2,-4%,1,?,0,2,-1%
Cc1ccc(C)c(OCCn2cc(/C=C(\C#N)C(=O)NCC3CCCO3)c3ccccc32)c1 (centres undefined),-2,-28%,1,-4%,11,2.3%,6,4,0%
CC(=O)Nc1ccc(Nc2ccccc2)cc1,-2,6%,-4,2%,-14,-2.7%,1,2,-3%
COc1ccc(Cc2nnc(NS(=O)(=O)c3ccc([N+](=O)[O-])cc3)s2)cc1,-3,-7%,1,-5%,-7,0.0%,12,2,1%
O=C(COC(=O)C1(c2ccccc2F)CCCC1)N1CCc2ccccc21,-6,3%,-5,1%,-17,-0.9%,nt,2,-2%
O=C(c1ccc(CS(=O)(=O)c2c(Cl)cccc2Cl)o1)N1CCCC1,-8,-9%,11,-2%,12,1.7%,1,2,4%
CCCOc1ccc(Cn2ccnc2)cc1[N+](=O)[O-],-11,-4%,-4,-5%,12,-0.1%,7,5,-1%
COCCNC(=O)c1cccc(OC2CCN(Cc3ccccc3C)CC2)c1,-3,-26%,-2,-6%,-1,-0.9%,nt,-2,-1%
CCn1c(Cc2cccs2)nnc1SCC(=O)NC(C)(C)C,1,16%,-1,1%,-2,3.0%,-8,3,3%
COC(=O)N/N=C1/C/C(=N\NC(=O)OC)c2ccccc21,9,-5%,1,0%,7,-0.3%,0,0,1%
NC(=S)N/N=C1\CC(n2nnn(-c3cccc(Cl)c3)c2=S)C2COC1O2 (centres undefined),-3,3%,-3,-3%,2,3.2%,-3,7,-4%
O=C(Nc1ccc(F)c(F)c1)c1ccc(F)c(S(=O)(=O)N2CCC3(CC2)OCCO3)c1,0&-5,-2%&1%,-5&-2,0%&-3%,-30&-16,-0.2%&-0.5%,7,10&15,0%&3%
CCCCNC(=S)NNc1c(Cl)cc(Cl)cc1Cl,-7,-10%,7,-1%,2,2.5%,-5,1,2%
c1ccc(CN2CCN(c3nc(N4CCOCC4)c4ccccc4n3)CC2)cc1,-4,3%,nt,-3%,nt,nt,nt,nt,1%
CCOc1ccc(N2C(=O)/C(=C/c3cc(OC)c(OC)c(OC)c3)N(CC(=O)OC)C2=S)cc1,0,-20%,-12,2%,-19,2.4%,47*,3,2%
COc1ccc(/C(O)=C2/C(=O)C(=O)N(c3ncccn3)C2c2ccc(C(C)(C)C)cc2)cc1 (centres undefined),nt,nt,6,nt,2,21%,1,-1,nt
O=C(c1ccccc1)N1CCN(C(=O)c2ccc(OC(F)(F)F)cc2)CC1,-8,-2%,-3,-2%,0,-1.7%,20,0,-1%

# Part of the list above, as tab-separated lines:
smiles	LDHA block	Vif-A3F inh	D1 potentiator	Glioma ERSR ind	D1 antag	RXFP1 ag	D2 PAM	D1 agonist	Vif-APOBEC3G blk
CCOc1ccc(-n2c(N)c(-c3nc4ccccc4n3C)c3nc4ccccc4nc32)cc1	-5	-3%	14	-3%	18	3.1%	-2	8	-2%
C[C@@H]1CN([C@H](C)CO)C(=O)c2cc(Br)cnc2O[C@@H]1CN(C)C(=O)Nc1cccc(F)c1	2	8%	nt	-7%	nt	nt	nt	nt	-4%
COc1ccc(NC(=O)N(C)C[C@H]2Oc3ccc(NC(=O)CCN4CCOCC4)cc3C(=O)N([C@@H](C)CO)C[C@H]2C)cc1	1	6%	nt	-1%	nt	nt	nt	nt	-1%
O=C1NC(Cc2ccccc2)c2nc3ccc(F)cc3c(=O)n2-c2cc3ccccc3cc21 (centres undefined)	1	-11%	nt	-2%	nt	nt	nt	nt	-25%
CCOC(=O)C[C@H]1c2cc(F)ccc2S(=O)(=O)N1C1CCCCC1	-3	-2%	nt	-3%&0%	nt	nt	nt	nt	-3%&0%
CCOC(=O)C(C)n1cnc2c(nnn2-c2ccc(F)cc2)c1=O (centres undefined)	-5	-4%	-2	1%	4	-3.0%	0	3	3%
CC(Sc1nnc(C2CC2)n1C1CC1)C(=O)c1ccc(F)cc1 (centres undefined)	-11	1%	-8	-3%	10	1.4%	-19	2	1%
CN(CC(=O)Nc1ccccc1C(F)(F)F)C(=O)CSc1nnc(N)s1	-12	3%	nt	-1%	nt	nt	nt	nt	1%
Cn1c2ccccc2n2c(=O)cc(-c3ccccc3)c(C#N)c12	-1	-10%	2	-4%	1	?	0	2	-1%
Cc1ccc(C)c(OCCn2cc(/C=C(\C#N)C(=O)NCC3CCCO3)c3ccccc32)c1 (centres undefined)	-2	-28%	1	-4%	11	2.3%	6	4	0%
CC(=O)Nc1ccc(Nc2ccccc2)cc1	-2	6%	-4	2%	-14	-2.7%	1	2	-3%
COc1ccc(Cc2nnc(NS(=O)(=O)c3ccc([N+](=O)[O-])cc3)s2)cc1	-3	-7%	1	-5%	-7	0.0%	12	2	1%
O=C(COC(=O)C1(c2ccccc2F)CCCC1)N1CCc2ccccc21	-6	3%	-5	1%	-17	-0.9%	nt	2	-2%

# Back to the main list; the 2 compounds before the break are reprinted first.
SMILES,LDHA block,Vif-A3F inh,D1 potentiator,Glioma ERSR ind,D1 antag,RXFP1 ag,D2 PAM,D1 agonist,Vif-APOBEC3G blk
COc1ccc(/C(O)=C2/C(=O)C(=O)N(c3ncccn3)C2c2ccc(C(C)(C)C)cc2)cc1 (centres undefined),nt,nt,6,nt,2,21%,1,-1,nt
O=C(c1ccccc1)N1CCN(C(=O)c2ccc(OC(F)(F)F)cc2)CC1,-8,-2%,-3,-2%,0,-1.7%,20,0,-1%
CN(C)c1ccc(NC(=O)CCCCCn2nnc3ccccc3c2=O)cc1,-4,5%,-8,-2%,-15,-5.0%,-1,0,1%
O=C(NCc1ccco1)c1ccccc1NS(=O)(=O)c1ccc(Br)s1,-2,3%,-9,-6%,-12,-0.4%,0,16,-2%
COc1ccccc1-c1c(C(F)(F)F)oc2cc(OCC(=O)Nc3ccccc3C(F)(F)F)ccc2c1=O,-2,1%,-4,-3%,-2,15%,-6,4,-3%
COc1cccc(CNC(=O)C(C)n2ccc3cc(S(=O)(=O)N4CCCCCC4)ccc32)c1 (centres undefined),0&2,4%&-8%,0&-1,-3%&-3%,41&3,1.2%&0.0%,5&-2,7&9,-2%&3%
CCc1cc(C(=O)N2CCCC(N3CCN(c4cccc(C(F)(F)F)c4)CC3)C2)n(C)n1 (centres undefined),-9,6%,0,-7%,-27,2.9%,2,3,6%
O=S(=O)(c1ccccc1)N1CCN(Cc2ccccc2)c2ccccc21,1,2%,nt,2%,nt,nt,nt,nt,1%
COc1ccc(S(=O)(=O)N[C@@H](Cc2ccccc2)C(=O)N2CC[C@@]3(O)CCCC[C@H]3C2)cc1,-1,-11%,-5,2%,-6,-0.1%,nt,1,-5%
Cc1cccc(OCC(=O)NC(=S)N2CCCc3ccccc32)c1,8,-7%,-8,1%,-11,-0.2%,9,7,0%
CCc1ccccc1Nc1nc(N)nc(COC(=O)CCS(=O)(=O)c2ccccc2)n1,1,-10%,-5,-4%,16,1.4%,6,2,0%
COc1ccccc1CNC(=O)c1ccc2c(c1)N(Cc1cccc(Cl)c1)C(=O)c1ccccc1S2(=O)=O,-9,-1%,-8,-2%,9,-1.8%,21,10,0%
O=C(CCS(=O)(=O)c1ccc(Br)cc1)NCc1ccco1,0,-3%,-7,-7%,-19,0.2%,21,1,2%
Cc1nc(N2CCCC2)c2c(C(=O)Nc3cccc(C)c3C)c(C)oc2n1,-5,2%,-5,-2%,-5,-1.9%,-9,0,8%
COc1ccc(C2(C)NC(=O)N(CC(=O)NC3(C#N)CCCCC3)C2=O)cc1 (centres undefined),-1,-6%,6,-2%,-2,0.0%,-3,2,-5%
N#Cc1cnn2c(-c3ccc(Cl)cc3Cl)ccnc12,3,9%,2,-1%,-5,-2.3%,7,17,-3%
CC(=O)NC(CCCCNC(=S)NC1CCCCC1)C(=O)O (centres undefined),-1,6%,7,-2%,-2,-0.7%,-1,8,1%
